p97 ATPase inh = inhibitors of human p97 ATPase, primary screen, biochemical. AID 1481, 2009. inhibition, % at 8 µM. recombinant p97 ATPase, Kinase-Glo ATP luminescence, 3 h. hit rate 0.42% among 220,000; in the data active = inhibition above about 15%;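 note: 0% = DMSO vehicle and 100% = wells lacking enzyme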
FXIIa inh 1536 = human FXIIa protease inhibitors, primary screen, biochemical, 1536-well | Coagulation factor XII (Homo sapiens), P00748 | purified FXIIa, Boc-QGR-AMC fluorogenic substrate, 2 h | inhibition, % at 5 µM | hit rate 0.3% among 220,000 | AID 800, 2007; in the data active = inhibition above about 40%;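 note: 0% = enzyme with no compound and 100% = blank without enzyme; many of its hits are not listed in these tables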
FXIa inh 1536 = human FXIa protease inhibitors, primary screen, biochemical, 1536-well; Coagulation factor XI (Homo sapiens), P03951; purified FXIa, Boc-Glu-Ala-Arg-AMC fluorogenic substrate; inhibition, % at 5 µM; hit rate 0.14% among 220,000; AID 798, 2007;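 active = inhibition of at least 40%; inactive = inhibition below 40%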;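 note: fluorescence of freed AMC excited at 355 nm; 0% = enzyme without compound and 100% = no enzyme blank; many of its hits are not listed in these tables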
14-3-3 Bad PPI = inhibitors of 14-3-3 zeta/Bad binding, primary screen, biochemical, TR-FRET, bovine 14-3-3 zeta; TR-FRET 14-3-3zeta/Dy647-pBad peptide displacement, 1 h; inhibition, % at 21.7 µM; hit rate 0.71% among 220,000; AID 781, 2007;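 active = inhibition above about 70%, limit read from the data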;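 note: 0% = full 14-3-3 plus peptide FRET controls and 100% = background without 14-3-3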
Target sequence (P63103 whole entry, looked up): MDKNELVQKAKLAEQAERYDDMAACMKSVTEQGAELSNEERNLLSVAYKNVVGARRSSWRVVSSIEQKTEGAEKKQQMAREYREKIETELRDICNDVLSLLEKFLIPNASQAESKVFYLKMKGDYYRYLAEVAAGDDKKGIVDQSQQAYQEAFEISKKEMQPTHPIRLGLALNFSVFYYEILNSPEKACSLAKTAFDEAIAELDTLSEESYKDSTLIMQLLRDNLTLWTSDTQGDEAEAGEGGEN
hK5 inh = human KLK5 protease inhibitors, primary screen, biochemical, 1536-well | recombinant hK5, fluorogenic AMC substrate cleavage | Kallikrein-5 (Homo sapiens), Q9Y337 | inhibition, % at 5 µM | hit rate 0.59% among 210,000;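 active = inhibition of 40% or more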;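 note: 0% = enzyme controls without compound and 100% = no-enzyme blanks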
Target sequence (Q9Y337 67-293 limits assumed): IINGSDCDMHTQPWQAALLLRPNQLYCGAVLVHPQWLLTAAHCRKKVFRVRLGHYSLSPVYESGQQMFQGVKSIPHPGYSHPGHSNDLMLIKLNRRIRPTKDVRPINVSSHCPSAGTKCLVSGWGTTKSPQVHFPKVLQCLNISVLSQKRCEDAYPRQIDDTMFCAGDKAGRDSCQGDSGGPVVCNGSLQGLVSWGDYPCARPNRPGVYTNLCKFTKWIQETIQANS
Rad51 HR inh = human RAD51 strand exchange inhibitors, primary screen, biochemical, fluorescence; hRad51 DNA strand exchange, fluorescence dequenching; inhibition, % at 10 µM; AID 1385, 2008; hit rate 0.085% among 200,000; DNA repair protein RAD51 homolog 1 (Homo sapiens), Q06609;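 active = inhibition above 40% at the single screening dose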;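 note: 0% = DMSO control wells and 100% = blanks with heterologous ssDNA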
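Test system: preformed human Rad51 ssDNA filaments. Compound dosing: single dose, 10 µM final compound. Incubation: filaments 15 min 37 °C, then compound 30 min. Technique: FRET fluorescence dequenching, excitation 485 nm, emission 520 nm. Read-out basis: percent inhibition from fluorescence, normalised to plate control and blank means. Benchmarks: plate controls and plate blanks.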
Wee1 stabilizer = Wee1 degradation inhibitors, primary screen, cell-based, HeLa, Wee1K328M-luciferase, luminescence. Wee1-like protein kinase (Homo sapiens), P30291. HeLa Luc-Wee1K328M stability; 100% = proteasome inhibitor MG132 effect. reporter increase, % at 5 µM. hit rate 1.2% among 220,000;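 active = activation above the mean of all tested compounds plus 3 SD, set per screening run, cut at about 8.8% in these data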;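 note: cells exposed to compound for 20 h before luminescence read; 0% = DMSO alone and 100% = MG132 at 30 µM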
eIF4E 4G PPI = eIF4E–eIF4G protein interaction inhibitors, primary screen, biochemical, uHTS, TR-FRET, eIF4GI fragment | Eukaryotic translation initiation factor 4E (Mus musculus) + Eukaryotic translation … | AID 782, 2007 | inhibition, % at 21.7 µM | TR-FRET eIF4E-eIF4GI(517-606) binding, 2 h | hit rate 0.37% among 220,000;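 active = inhibition above about 30%, limit read from the data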;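 note: 0% = full FRET control wells and 100% = background wells lacking eIF4GI fragment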
Mdm2 ligase inh = MDM2-luciferase reporter signal enhancers, primary screen, MDM2 E3 ligase inhibitor project, cell-based, luminescence, 1536-well; E3 ubiquitin-protein ligase Mdm2 (Homo sapiens), Q00987; cell-based MDM2 ubiquitination luciferase reporter, 2 h; 0 = plate control, 100 = twice control, blank-subtracted; signal enhancement, % at 5 µM; hit rate 0.11% among 210,000; AID 1230, 2008;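 active = signal enhancement of 30% or more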;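 note: luminescence tracks abundance of the self-degrading MDM2-luciferase fusion protein; higher signal means inhibition of MDM2 E3 ligase activity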
Target sequence (Q00987 whole entry, looked up, the tested form may be a part): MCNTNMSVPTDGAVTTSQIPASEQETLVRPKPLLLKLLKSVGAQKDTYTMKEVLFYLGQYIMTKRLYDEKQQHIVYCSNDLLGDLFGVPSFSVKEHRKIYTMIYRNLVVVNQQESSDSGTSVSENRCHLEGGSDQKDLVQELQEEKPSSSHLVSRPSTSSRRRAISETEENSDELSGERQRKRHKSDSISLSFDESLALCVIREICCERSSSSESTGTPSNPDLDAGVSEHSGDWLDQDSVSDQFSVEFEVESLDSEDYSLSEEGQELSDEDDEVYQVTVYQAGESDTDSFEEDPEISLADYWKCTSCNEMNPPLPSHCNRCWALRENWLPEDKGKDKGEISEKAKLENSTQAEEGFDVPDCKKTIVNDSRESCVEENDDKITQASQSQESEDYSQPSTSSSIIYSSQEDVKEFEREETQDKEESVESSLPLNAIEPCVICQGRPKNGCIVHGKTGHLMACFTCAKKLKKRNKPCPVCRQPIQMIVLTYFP
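Buffer or medium: Cells held in DMEM | Assay system: Stable mammalian line carrying autodegrading MDM2–luciferase fusion reporter | Quantity: 2000 cells/well | Times: 4 h settle plus 2 h compound, 37 °C | Doses: One concentration, 5 µM, with 0.2% DMSO | Technique: Luminescence with SteadyLite reagent, 15 min at room temperature | Benchmarks: Plate controls and plate blanks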
* = called active by the depositor; nt = not tested or not shown; [ ] = remark or other dose.

SMILES	p97 ATPase inh	FXIIa inh 1536	FXIa inh 1536	14-3-3 Bad PPI	hK5 inh	Rad51 HR inh	Wee1 stabilizer	eIF4E 4G PPI	Mdm2 ligase inh
CCN(CC)CCCNC(=O)C(C)n1c2ccccc2c2nc(=O)cc(C)n21 (configuration not stated)	-3	20	5	5	10	-12	1	5	-13
c1ccc(-c2ccc(CN3CCN(c4ncccn4)CC3)cc2)cc1	-6	10	5	2	-2	-3	-1	-5	-1
Cc1ccc(CNC(=S)Nc2cc(C(=O)O)ccc2C)cc1	4	12	3	-13	nt	15	2	-3	-9
CCn1c(O)c(N=Nc2ccc(Cl)c(C(=O)O)c2)c2ccccc21	4	4	1	22	-1	-2	-2	1	nt
CC(C)CC(=O)NC(=S)NNC(=O)c1ccc([N+](=O)[O-])cc1	5	12	3	-2[fluorescence artefact?]	-78	-5	1	5[fluorescence artefact?]	-10
CSc1nnc(C)c(=O)n1COC(=O)c1ccc(S(=O)(=O)N2CCCC2)cc1	3	3	-2	2	-7	4	-3	-2	-12
CNC(=O)NC(=O)COC(=O)/C=C/c1cccc(Br)c1	1	-2	2	-2	-4	-1	-2	-3	-15
Cc1[nH]c2ccccc2c1C(=O)CN1CCCC1	-3	19	9	1	6	-5	-2	1	-13
O=C1c2ccccc2C(=O)C1c1nccc2ccccc12	3	-5	1	60[fluorescence artefact?]	-11	-5	10*	-125[fluorescence artefact?]	-73
Cc1ccc(CCNC(=O)CS(=O)Cc2nc(-c3cccs3)oc2C)cc1 (configuration not stated)	1	6	-1	1	-3	-9	-1	2	2
Cc1nnc(N/N=C/C2CC=CCC2)[nH]c1=O (configuration not stated)	5	-1	-5	-16	-18	0	1	1	7
O=C(Nc1ccc(F)cc1F)Nc1csc2ccccc12	-2	5	5	24	14	-1	0	4	-12
COc1ccc(N2CCN(C(=O)CCNC(=O)c3ccc(C(C)(C)C)cc3)CC2)cc1	-4	-1	-6	-12	-7	8	1	9	-7
CSc1cc(-c2ccc(Cl)cc2)c(C(=O)N2CCCC2)s1	-2	23	6	5	-4	11	0	-3	-7
CCOP(=O)(OCC)C(NC(C)=O)C(=O)c1ccccc1 (configuration not stated)	5	11	1	-12	-3	-5	-2	1	-3
Cn1c(=O)c2c(nc(N3CCCCC3)n2CCNC2=NCCC2)n(C)c1=O	4	-6	-3	-8	1	5	-3	-10	-12
CCOC(=O)CNC(=O)CSc1nc(N)cc(N)n1	-7	-2	1	-9	2	-5	-1	-4	-17
CCN(CC)c1ccc(-c2n[nH]c(=S)n2-c2ccccc2C)cc1	0	2	-5	-11	-4	-1	-2	0	5
CC(C)OC(=O)CSc1nnc(-c2ccc(Cl)cc2Cl)n1N	2	14	12	10[fluorescence artefact?]	-6	5	-1	5	-2
CCOC(=O)N1CCN(CCC(=O)Nc2cc(OC)cc(OC)c2)CC1	-4	7	7	34	-5	7	-1	-3[fluorescence artefact?]	-9
Cc1cccc(NC(=O)C2CCN(c3nccc(C)n3)CC2)c1	-4	20	3	-8	-10	-2	3	3	-1
CC[n+]1c(C)cc2c(sc3ccccc32)c1C	-1	11	9	24	2	-7	-2	26	-6
NC(=O)c1nsc(C(=O)N(c2cccc(F)c2)C(C(=O)NCC2CCCO2)c2cccs2)c1N (configuration not stated)	3	11	-3	-1	-33	4	2	-5	-9
C/C(N)=C(/C#N)C(=O)COC(=O)Cc1coc2ccc3ccccc3c12	4	3	-2	1	-3	-7	-3	-1	-14
CCOc1cc(/C=C(/NC(C)=O)C(=O)O)cc(Cl)c1OCc1cccc(Br)c1	1	1	-4	18	-7	8	-3	-2	3
Cc1cccc(Cl)c1NC(=S)NCCc1ccccn1	4	2	-5	-4	-8	1	-3	-2	5
CN(C)c1ccc(P(=O)(OC2CCCCC2)C(O)c2ccncc2)cc1 (configuration not stated)	5	-1	-3	-3	-4	nt	0	0	-11
CC1=CCC(Cc2nc3ccccc3o2)C1(C)C (configuration not stated)	1	-1	-6	-4	15	8	0	4	-6
CC1(C)CC(=O)C(C=NCCN2CCOCC2)=C(O)C1	1	0	-5	0	0	0	0	7	-3
COC(=O)/C(C#N)=C/c1c(Oc2cccc(C)c2C)nc2ccccn2c1=O	4	4	-3	2	-6	-8	-4	-2	1
COC(=O)c1cc2sccc2n1Cc1ccc(C)cc1	-9	12	6	9	1	-7	2	5	-6
CSc1ncccc1C(=O)OCC(=O)c1cccs1	5	4	-2	-12	3	-9	1	6	3
OC(CNC1CCCC1)COc1ccc(-c2ccccc2)cc1 (configuration not stated)	-3	9	1	0	nt	nt	1	-3	nt
COc1ccc(C)cc1NC(=O)c1cc2c(s1)CCC2	2	8	-4	-6[fluorescence artefact?]	-5	0	4	1	-9
O=C(COC(=O)Cc1ccc2c(c1)OCCO2)Nc1ccc(S(=O)(=O)N2CCCC2)cc1	-3	14	0	62	13	6	1	-1	-24
COc1ccc(S(=O)(=O)CCC(=O)Nc2ccc(OC)cc2OC)cc1	1	5	0	8	-12	-3	-3	3[fluorescence artefact?]	-1
CC(=O)c1ccc(NC(=O)CSc2nnc(Cn3cnc4ccccc43)o2)cc1	3	6	0	-3	0	7	16*	-2	4
COCC(=O)Nc1ccc(OC)c(Cl)c1	0	2	-2	-1	-8	nt	-1	2	-7
Cc1ccnc(NC(=O)Cc2ccc([N+](=O)[O-])cc2)c1	3	8	1	-6	2	nt	-2	3	-14
CN1CCc2c(c3ccccc3n2Cc2ccccc2)C1	2	4	3	12	-6	-5	-3	-2	-11
COCCNc1oc(COc2cccc(C)c2)nc1C#N	-4	19	6	-1	5	-10	1	-3	-5
CCOC(=O)c1c(C)[nH]c(C)c1C(=O)COC(=O)[C@@H]1CCCN1S(=O)(=O)c1ccc(Cl)cc1	-1	3	0	1[fluorescence artefact?]	4	nt	-1	4[fluorescence artefact?]	-13
CCC1(CC)NC(=O)N(CC(=O)NCc2ccc3c(c2)OCO3)C1=O	-4	8	0	8[fluorescence artefact?]	-55	3	-2	-19	4
COC(=O)c1c(S(C)(=O)=O)nc(-c2ccccc2)[nH]c1=O	2	10	3	10[fluorescence artefact?]	-10	nt	2	1	1
Cc1cc(Cl)ccc1NC(=S)N(CCCN1CCOCC1)Cc1cccs1	-1	10	0	-22[fluorescence artefact?]	-18	0	-2	-5[fluorescence artefact?]	-9
CC(C)NC(=O)c1ccccc1NC(=O)C1COc2ccccc2O1 (configuration not stated)	2	5	1	0[fluorescence artefact?]	-4	8	0	3	-3
CC(=O)Nc1ccc(C(C#N)c2ccccc2)cc1 (configuration not stated)	1	1	-5	-1	-2	2	5	0	-7
Cn1c(CN2CCCCC2)nc2cc(NC(=O)c3ccccc3)ccc21	5	4	1	0[fluorescence artefact?]	-10	nt	-1	-1	-6
CCOc1ccc(NC(=O)CCCOc2cc(=O)n(C)c3ccccc23)cc1	-3	3	8	4	3	-6	-1	2	7
CN(C1=NC(=O)C(CC(=O)O)S1)c1ccc(O)cc1 (configuration not stated)	4	4	0	-4	-5	8	-1	-1	-8
Nc1ccc(-c2cc(N)n(-c3ccccc3)n2)cc1	14	3	-6	81*	-5	-3	0	8	-10
CCCS(=O)(=O)N1CCC(C(=O)N2CCCC2)CC1	-1	13	-2	-3	4	-2	1	-10	-9
CCCCOC(=O)c1ccc(NC(c2ccc(C)cc2)P(=O)(OC)OC)cc1 (configuration not stated)	-3	17	7	-9[fluorescence artefact?]	-18	0	8	11	-5
Fc1cccc(NCc2ccoc2)c1	2	22	3	83*	-7	-7	2	7	5
CCCC(=O)Nc1ccc(NC(=O)Cc2ccccc2)cn1	6	9	-1	-11	-11	-6	-2	3[fluorescence artefact?]	-14
CCOC(=O)c1c(C)c(-c2ccccc2)n(CC(=O)NCCC(C)C)c1C	-8	10	2	0	-21	0	0	2	-6
CC(C)Cn1c(N)c(C(=O)COC(=O)c2ccc(Cl)cc2)c(=O)n(C)c1=O	5	2	-2	-9	-2	4	3	5	-5
CN(NC1OC(=O)c2ccccc21)c1ccc(Cl)cc1[N+](=O)[O-] (configuration not stated)	9	5	4	-2	-6	20	0	-4	-1
O=C(NCc1ccco1)Nc1ccc2nsnc2c1	3	10	-1	-5	-1	-6	-1	-1	-7
O=C(c1ccc(Cn2cc(Cl)cn2)cc1)N1CCN(c2ccccc2)CC1	-1	2	-2	1	-26	-6	0	-2[fluorescence artefact?]	-2

More entries:
SMILES	p97 ATPase inh	FXIIa inh 1536	FXIa inh 1536	14-3-3 Bad PPI	hK5 inh	Rad51 HR inh	Wee1 stabilizer	eIF4E 4G PPI	Mdm2 ligase inh
c1ccc(C(c2ccccc2)N2CCN(c3nc4ccccc4n4cnnc34)CC2)cc1	4	14	0	-7	-7	6	11*	3	-35
CN(C)c1nc(OCCNC(=O)Nc2ccccc2)nc(N2CCOCC2)n1	5	15	4	-7	-4	nt	2	15	-24
C/C(CC(=O)Nc1cccc(Cl)c1Cl)=N\NC(=O)c1ccccc1C	6	5	-2	-15	0	-9	2	4	-2
Cc1nnc(NC(=O)C(C)Oc2ccc3c(C)cc(=O)oc3c2)s1 (configuration not stated)	-8	4	5	6	13	-2	-1	5	-10
CC(C)CCn1nnnc1C(c1ccccc1)N1CCC(C(N)=O)CC1 (configuration not stated)	-1	8	-23	10	3	-9	2	2	-1
Cn1nc(C(=O)NCc2cccs2)c2ccccc2c1=O	7	0	-1	-1	-16	2	0	-2	-22
CCC(=O)Nc1sc2c(c1C#N)CC(C)(CC)OC2 (configuration not stated)	2	1	-5	-11	27	4	-3	11	-4
CC(C)(C)C(=O)Nc1nc(NC(=O)C(C)(C)C)nc(-c2ccccc2Cl)n1	-4	8	3	-1	-10	-2	6	0	-10
Cc1coc(C)c1C(=O)CC1(O)C(=O)N(Cc2ccccc2)c2ccccc21 (configuration not stated)	2	16	9	-2	-16	0	1	4	-19
CCOC(=O)c1[nH]c2ccc(OC)cc2c1NC(=O)C(C)N1CCC2(CC1)OCCO2 (configuration not stated)	5	-4	-3	2	-56	-1	-1	-2	-7
